CRFR2-BP ag – agonists of CRF-BP/CRF-R2 complex, primary screen, cell-based, HEK293, calcium dye fluorescence, uHTS. activation, % at 13.2 µM. 350,000 compounds, 0.46% hits. AID 588473, 2011. calcium dye fluorescence (FLIPR); percent of saturating CRF peptide response. CRF-binding protein / CRF receptor 2 complex (human);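 active = activation of at least 50%, plus an integration ratio under a set limit after plate pattern correction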;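 note: plate controls were neutral control wells without compound for no effect and CRF at EC100 for full effect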
GalR3 antagonist – GalR3 antagonists in HEK293 cells, primary screen, cell-based, fluorescence readout | 360,000 compounds, 0.44% hits | AID 651719, 2012 | HEK293 GalR3-CNG cAMP membrane potential fluorescence; galR3 body fused to GalR1 C-terminus | Galanin receptor type 3 (Homo sapiens), O60755 | inhibition, % at 3 µM;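 active = inhibition above the screen-wide average plus 3 SD, cut at about 13% in these data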;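 note: forskolin and galanin both at EC90 stimulate the cells; cAMP rise reported by CNG channel membrane potential dye signal; 0% = forskolin plus galanin with DMSO and 100% = forskolin alone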
Target sequence (O60755 1-299 limits assumed): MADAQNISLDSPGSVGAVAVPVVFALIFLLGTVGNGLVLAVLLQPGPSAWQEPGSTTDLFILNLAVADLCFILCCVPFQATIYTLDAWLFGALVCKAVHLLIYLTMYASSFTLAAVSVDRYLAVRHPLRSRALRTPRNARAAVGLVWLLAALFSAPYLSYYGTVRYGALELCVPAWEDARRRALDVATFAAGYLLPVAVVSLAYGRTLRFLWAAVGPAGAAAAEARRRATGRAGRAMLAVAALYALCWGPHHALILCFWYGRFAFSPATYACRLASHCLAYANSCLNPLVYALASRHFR
CRFBP-R2 block – antagonists of CRF-BP/CRF-R2 complex, primary screen, cell-based, HEK293, calcium dye fluorescence, uHTS. CRF-induced calcium fluorescence. inhibition, % at 11.8 µM. 350,000 compounds, 0.59% hits. AID 588475, 2011;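 active = inhibition of the ligand-induced calcium signal above about 50% at the single tested concentration, limit read from the data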
Numbers without * were called inactive. This is a subset (hit frequency here may not be typical).

No.	Molecule	GalR3 antagonist	CRFBP-R2 block	CRFR2-BP ag
1	COc1ccc(S(=O)(=O)N(C)C[C@@H]2OCc3cn(nn3)CCCC(=O)N([C@@H](C)CO)C[C@H]2C)cc1	8	1	-1.4
2	COC(=O)c1ccc(CSc2ccccc2NC(=S)Nc2cccc(SC)c2)o1	-3	14	-1.3
3	COc1ccc2nc(NC(=O)CSC(C)C(=O)Nc3cc(C)on3)sc2c1 (centres undefined)	-4	3	-1.6
4	O=S(=O)(NCc1ccco1)c1ccc(Cl)s1	-4	4	-6.6
5	COc1cc2c(cc1OC)CN(C(=O)CCNS(=O)(=O)c1ccc(Br)cc1)CC2	0	8	-0.7
6	O=S1(=O)N=C(c2ccccc2)c2ccccc21	-4	-4	-1.5
7	Cc1ccccc1S(=O)(=O)NC(=NCc1ccc(F)cc1)c1ccccc1	-2	1	-2.0
8	Cc1ccc(C2(c3ccccc3)NC(=O)N(CC(=O)NC3(C#N)CCCC3)C2=O)cc1C (centres undefined)	-7	-3	-0.3
9	Cc1cccc(C(=O)OCC(=O)c2c(N)n(CC(C)C)c(=O)n(C)c2=O)c1[N+](=O)[O-]	-3	-2	-0.6
10	COc1cc(NC(=O)c2cc(=O)[nH]c3ccc(S(=O)(=O)N4CCOCC4)cc23)cc(OC)c1	-2	-6	0.8

(continued)
No.	Molecule	GalR3 antagonist	CRFBP-R2 block	CRFR2-BP ag
11	CC(=O)c1ccc(OC(=O)Oc2ccc(C(C)=O)cc2)cc1	-5	-25	-0.8
12	CC1=CC(=O)Nc2cncnc2N1	-5	-6	0.4
13	COc1ccc(C)cc1Nc1ncnc2c1nnn2Cc1ccccc1Cl	-9	5	-0.6
14	Cc1noc(C)c1COc1ccccc1C(=O)NNC(=O)c1ccc(F)cc1	-4	2	0.6
15	O=C(Nc1ccc2[nH]c(=O)[nH]c2c1)c1ccc([N+](=O)[O-])o1	-5	0	0.0
16	CC1CCN(C(=O)COC(=O)CCC(=O)c2ccc(Cl)cc2)CC1	-8	12	-2.9
17	COc1ccc([C@H]2CC(=O)C=C(c3cccc(C(C)C)c3)C2)cc1	-3	-6	6.0
18	Cc1ccnn1-c1ccc(C(=O)OCC(=O)Nc2ccc(F)cc2)cc1	-3	10	-0.7
19	O=c1[nH]cc(CCc2ccccc2)c(=O)[nH]1	-3	2	-0.6
20	Cc1ccc(OCCC(=O)Nc2ccc(S(=O)(=O)Nc3cc(C)nc(C)n3)cc2)cc1	2	7	-0.1

An excerpt from above in order of the CRFBP-R2 block value, largest number first:
No.	Molecule	GalR3 antagonist	CRFBP-R2 block	CRFR2-BP ag
18	Cc1ccnn1-c1ccc(C(=O)OCC(=O)Nc2ccc(F)cc2)cc1	-3	10	-0.7
19	O=c1[nH]cc(CCc2ccccc2)c(=O)[nH]1	-3	2	-0.6
12	CC1=CC(=O)Nc2cncnc2N1	-5	-6	0.4

(listing goes on)
No.	Molecule	GalR3 antagonist	CRFBP-R2 block	CRFR2-BP ag
21	CSc1ccccc1NC(=O)CN(C)C(=O)C1CCN(C(=O)Nc2ccccc2)CC1	3	-3	-1.9
22	COCCN(C(=O)c1ccc(NC2CC2)c([N+](=O)[O-])c1)c1c(N)n(CC(C)C)c(=O)[nH]c1=O	-3	6	-0.1
23	COc1ccc(CCNC(=O)c2cc(S(=O)(=O)N3CCOCC3)ccc2F)cc1	-3	20	-3.4
24	O=C(c1ccccc1)C1(c2ccccc2)OC1c1ccccc1 (centres undefined)	-7	38	4.0
25	CCN(CC)CCn1c2ccccc2c(=O)c2c(O)ccc(O)c21	0	31	-5.8
26	CC(=O)Nc1ccc(S(=O)(=O)N[C@@H](C)C(=O)N2CCN(c3ccccn3)CC2)cc1	8	4	0.5
27	CC12CCC(=O)N1C(C(=O)NNC(=O)c1ccccc1F)CS2 (centres undefined)	-2	-2	3.6
28	C=CCC[C@@H](Cc1ccc(F)cc1)C(=O)OC[C@H](C)NC(=O)[C@@H](CC=C)CC(=O)N[C@@H](CO)Cc1ccccc1	-2	2	0.5
29	COCCn1c(C)cc(C(=O)CN2C(=O)C(=O)N(CCC3=CCCCC3)C2=O)c1C	-8	0	-0.4
30	CCOc1ccc(CCNC(=O)COC(=O)CCc2cc(OC)c(OC)c(OC)c2)cc1OCC	-1	17	-3.1

The list goes on.
No.	Molecule	GalR3 antagonist	CRFBP-R2 block	CRFR2-BP ag
31	C[C@H](CO)N1C[C@H](C)[C@@H](CN(C)S(=O)(=O)c2ccc(F)cc2)Oc2c(NS(=O)(=O)c3ccc(F)cc3)cccc2C1=O	-5	8	-1.0
32	C[C@H]1CN([C@@H](C)CO)C(=O)CCCn2nncc2CO[C@@H]1CN(C)C(=O)c1ccc2ccn(C)c2c1	-5	14	-0.9
33	CCN1CCN(c2ccc(S(=O)(=O)N3CCCCC3)cc2NC(=O)c2ccc([N+](=O)[O-])o2)CC1	-5	5	-1.7
34	Cc1n[nH]c(=O)c2c(NC(=O)CSc3ccc(F)cc3)oc(C)c12	-5	17	0.8
35	Cc1ccc(S(=O)(=O)N2CCCCC2)cc1NC(=O)c1cc(F)c(F)c(F)c1F	-7	4	2.0
36	CC1(C)OC(=O)C2=C(CC(CCc3ccccc3)OC2c2ccccc2)O1 (centres undefined)	-8	8	-0.8
37	O=C(OCC(=O)c1ccc[nH]1)c1ccc(C(F)(F)F)cc1	-6	-4	-0.2
38	CCOC(=O)C1CCC(C(=O)OCC)N1c1ccc(C=O)cc1 (centres undefined)	-1	34	0.3
39	CCCCNc1c(-c2cccc(-c3ccc(OC)cc3)c2)nc2ccc(C)cn12	-3	44	-2.2
40	COc1ccc(S(=O)(=O)N2CCCCCC2)cc1C(=O)N1CCN(c2ccccc2O)CC1	-3	-11	-0.7

Later entries:
No.	Molecule	GalR3 antagonist	CRFBP-R2 block	CRFR2-BP ag
41	Cc1ccc(S(=O)(=O)NCCC(=O)N2CCN(S(=O)(=O)c3ccccc3)CC2)cc1C	-2	-1	-2.4
42	O=C(NCC(c1cccs1)N1CCOCC1)c1cc(S(=O)(=O)N2CCOCC2)ccc1F (centres undefined)	-2	-10	-0.2
43	CN(CC(=O)Nc1ccc(F)cc1)C(=O)COC(=O)CNC(=O)c1ccc(Cl)cc1Cl	5	3	0.1
44	O=C(OCCOc1cccc(Cl)c1)c1cc(S(=O)(=O)N2CCCCC2)ccc1N1CCOCC1	-6	-1	7.3
45	NS(=O)(=O)c1ccc(CCNC(=O)c2cccc(S(=O)(=O)N3CCc4ccccc43)c2)cc1	-4	10	0.3
46	Cc1cc(C)c(NC(=O)CN(C)C(=O)c2ccc(OCc3ccccc3)cc2)c(C)c1	-6	4	0.0
47	COc1cc2nc(CN3CCN(S(=O)(=O)c4ccccc4C(F)(F)F)CC3)[nH]c(=O)c2cc1OC	-3	-3	-0.1
48	CN(C)CCCN(C(=O)c1ccc(S(=O)(=O)N2CCCC2)cc1)c1nc2c(F)cc(F)cc2s1	-5	-17	1.3
49	COc1cc(C(=C(CC(=O)O)C(=O)O)c2ccc3c(c2)OCO3)cc(OC)c1OC	-4	19	-3.6
50	CCN(CC(=O)Nc1c(F)cccc1F)C(=O)CCNC(=O)c1ccc([N+](=O)[O-])cc1	-1	7	-2.9

An excerpt of these results, in transposed form.
(31) C[C@H](CO)N1C[C@H](C)[C@@H](CN(C)S(=O)(=O)c2ccc(F)cc2)Oc2c(NS(=O)(=O)c3ccc(F)cc3)cccc2C1=O
(32) C[C@H]1CN([C@@H](C)CO)C(=O)CCCn2nncc2CO[C@@H]1CN(C)C(=O)c1ccc2ccn(C)c2c1
(33) CCN1CCN(c2ccc(S(=O)(=O)N3CCCCC3)cc2NC(=O)c2ccc([N+](=O)[O-])o2)CC1
(34) Cc1n[nH]c(=O)c2c(NC(=O)CSc3ccc(F)cc3)oc(C)c12
(35) Cc1ccc(S(=O)(=O)N2CCCCC2)cc1NC(=O)c1cc(F)c(F)c(F)c1F
(36) CC1(C)OC(=O)C2=C(CC(CCc3ccccc3)OC2c2ccccc2)O1 (centres undefined)
Screen / compound no. | 31 | 32 | 33 | 34 | 35 | 36
GalR3 antagonist | -5 | -5 | -5 | -5 | -7 | -8
CRFBP-R2 block | 8 | 14 | 5 | 17 | 4 | 8
CRFR2-BP ag | -1.0 | -0.9 | -1.7 | 0.8 | 2.0 | -0.8

(continued)
No.	Molecule	GalR3 antagonist	CRFBP-R2 block	CRFR2-BP ag
51	COc1cc(OC)cc(C(=O)NCC(=O)OCC(=O)NC(C)CCc2ccccc2)c1 (centres undefined)	-5	9	-1.1
52	Cc1cccc(C(=O)OCC(=O)NCC2CCCO2)c1O (centres undefined)	-6	2	0.1
53	C[C@@H]1CN([C@H](C)CO)C(=O)c2cc(Br)cnc2O[C@H]1CN(C)C(=O)CC1CC1	-6	-19	-1.5
54	Cc1ccc(S(=O)(=O)N(CCCc2c(C)nc[nH]c2=O)c2ccccc2)cc1	-3	-6	-2.2
55	CC1CCN(C(=O)COC(=O)c2ccc3ccccc3n2)CC1	-6	-19	0.3
56	O=C(NCCCN1CCCC1=O)c1cccc(NS(=O)(=O)c2ccccc2)c1	-5	8	-0.5
57	CCCN(C(=O)c1nc2nc(C)cc(C)n2n1)c1c(N)n(Cc2ccccc2)c(=O)[nH]c1=O	-6	6	-1.1
58	NC(=O)c1ccccc1NC(=O)c1cc(S(=O)(=O)N2CCCCC2)ccc1N1CCOCC1	-4	-9	0.7
59	Cc1cc(=O)n2cn[nH]c2n1	-4	20	-1.3
60	COc1cc(OC)cc(-c2c(C#Cc3ccsc3)c3cc(-c4ccc(SC)cc4)ccc3n2C)c1	-5	2	3.1

Remaining list, next part:
No.	Molecule	GalR3 antagonist	CRFBP-R2 block	CRFR2-BP ag
61	CC1CC(C)CN(C(=O)/C=C/c2ccc(S(=O)(=O)N3CCOCC3)cc2)C1 (centres undefined)	-4	-10	0.7
62	COCCN(C(=O)c1ccc(N2CCCC2=O)cc1)c1c(N)n(CC(C)C)c(=O)[nH]c1=O	-4	24	6.3
63	COc1ccc(NC(=O)N(C)C[C@H]2Oc3c(NC(=O)Nc4ccccc4)cccc3C(=O)N([C@H](C)CO)C[C@@H]2C)cc1	0	-7	-0.2
64	COc1cc([C@@H]2CC=C(C(=O)O)[C@H](c3ccc(Cl)cc3)N2S(=O)(=O)c2ccc(C)cc2)cc(OC)c1OC	-3	1	0.8
65	COc1ccc(CC(=O)Nc2ccc(S(=O)(=O)N3CCCC3)cc2)c(OC)c1	-7	7	0.1
66	Cn1cnc2ncnc(Oc3ccc(Br)cc3)c21	-5	9	-3.2
67	O=C(CCCc1ccccc1)Nc1nccs1	-1	4	-0.7
68	Cc1noc(NS(=O)(=O)c2ccc(NC(=O)COc3ccc(C#N)cc3)cc2)c1C	-4	21	-3.1
69	Cc1nnc(SCC(=O)Nc2cccc(S(=O)(=O)N3CCCCC3)c2)s1	-6	-3	-0.1
70	COc1ccc(NC(=O)CSc2nnc(Cc3ccccc3)c(=O)n2N)cc1	-4	-12	0.1

Other results:
No.	Molecule	GalR3 antagonist	CRFBP-R2 block	CRFR2-BP ag
71	O=C(Nc1ccc(S(=O)(=O)Nc2ncccn2)cc1)c1ccc(Br)cc1	-4	8	-1.1
72	COc1ccc(C(C#N)=Cc2ccc(NC(C)=O)cc2)cc1	-2	-2	-0.5
73	O=C(OCC(=O)N1CCOCC1)c1cc(=O)[nH]c2ccccc12	-3	7	-0.4
74	O=C1CN(S(=O)(=O)c2ccc(F)cc2)CCN1	0	4	1.5
75	O=C(Cc1cccc(NC(=O)C2CCCN(C(=O)C3CCCCC3)C2)c1)Nc1ccc(C(=O)N2CCOCC2)cc1 (centres undefined)	-6	-7	-0.2
76	CN(Cc1ccco1)c1ncnc2ccc(-c3ccoc3)cc12	2	-5	0.1
77	CC(=O)Nc1ccc(C(=O)COC(=O)C2CC2)c(F)c1	-5	-11	-0.5
78	CCSc1nnc(NC(=O)C2CCCN(C(=O)c3ccc(Cl)cc3)C2)s1 (centres undefined)	-9	-26	1.1
79	O=C(Nc1cccc(S(=O)(=O)N2CCOCC2)c1)C1CC1	-5	3	-0.1
80	O=C(CN1CCN(S(=O)(=O)c2ccc(F)cc2)CC1)NCC1(N2CCOCC2)CCCCC1	-4	-4	-0.5
81	Cc1ccc(NC(=O)C(c2ccccc2)N2CCN(CC(=O)N3CCOCC3)CC2)cc1Cl (centres undefined)	-4	0	-1.1
82	COc1ccc(CCNS(=O)(=O)c2cc3c4c(c2)CCN4C(=O)CC3)cc1	-1	5	-2.4
83	CCC1=NN(C(=O)c2ccccc2[N+](=O)[O-])C(O)(c2ccccc2)C1 (centres undefined)	-4	-20	0.7
